Screening data deposited in PubChem by National Center for Advancing Translational Sciences (NCATS).
Apoferritin bind: candidate novel general anesthetic via apoferritin binding; Potency, µM (top dose mostly 77.5 µM), for inactives: top-dose activity change, negative = displacement, most hits filed as inhibitors; 350,000 compounds, 0.074% hits; apoferritin/1-aminoanthracene competitive binding, fluorescence; also: % is scaled to controls: 0 for no effect and ±100 for the full control effect; nearly all actives have a fitted effect of over 20% in size
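Read-out: endpoint 1-AMA fluorescence, excitation 380 nm and emission 535 nm, after compounds sit 10 min at room temperature with 10 uM horse-spleen apoferritin in 50% saturated 1-AMA/PBS. Values come from four-parameter Hill fits.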
POLH inh: DNA polymerase eta (human) inhibition; Potency, µM (series often up to 114 µM), without a hit: at the highest dose activity change, negative = inhibition, actives largely listed as inhibitors; 390,000 compounds, 1.2% hits; Q9Y253; AID 588591; recombinant Pol eta, fluorescent DNA replication assay; also: % is scaled to controls: 0 for no effect and ±100 for the full control effect
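Pol eta at 10 nM preincubated with compounds 15 min at room temperature; reaction started with fluorescent substrate (50 nM final) and read kinetically at 0 and 10 min.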
G9a block: inhibitors of human histone lysine methyltransferase G9a; Q96KQ7; G9a H3K9 monomethylation, AlphaScreen, 2 h; Potency, µM (titrated, usually from 102 µM), inactives show at the highest dose activity, negative = inhibition, actives largely listed as inhibitors; 350,000 compounds, 8.8% hits; AID 504332; also: % is scaled to controls: 0 for no effect and ±100 for the full control effect; nearly all actives have a fitted effect of over 75% in size
Target sequence (Q96KQ7 913-1193 limits assumed): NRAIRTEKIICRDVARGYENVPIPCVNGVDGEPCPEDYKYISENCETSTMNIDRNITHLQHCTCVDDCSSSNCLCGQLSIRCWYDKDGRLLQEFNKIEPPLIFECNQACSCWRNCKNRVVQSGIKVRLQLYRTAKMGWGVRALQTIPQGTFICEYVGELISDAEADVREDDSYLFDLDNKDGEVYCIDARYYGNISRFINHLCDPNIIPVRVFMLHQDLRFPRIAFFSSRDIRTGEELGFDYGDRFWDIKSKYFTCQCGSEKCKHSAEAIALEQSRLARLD
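Enzyme 20 nM + cpd, 15 min RT; add b-H3K9 pep 500 nM / SAM 20 uM; 2 h RT; anti-H3K9me1 Ab 0.5 ug/mL + SA donor / anti-rabbit acceptor beads 20 ug/mL each, 10 min; AlphaScreen read.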
POLK inh: inhibitors of human DNA polymerase kappa. 400,000 compounds, 0.53% hits. Potency, µM (top dose mostly 107 µM), for inactives: top-dose activity, negative = inhibition, hits mostly inhibitors. Q9UBT6. purified Pol kappa, fluorescent DNA synthesis assay, 10 min; also: % is scaled to controls: 0 for no effect and ±100 for the full control effect
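Pol kappa 10 nM + cpd, 15 min RT; start w/ substrate 50 nM final; fluorescence kinetic read, 0 and 10 min. Neg ctrl: buffer, no enzyme.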
APEX1 inh: APE1 (human) endonuclease inhibition | P27695 | Potency, µM (titrated, usually from 65.8 µM), for inactives: at the top dose activity change, negative = inhibition, actives largely listed as inhibitors | recombinant APE1, TAMRA/BHQ-2 abasic DNA cleavage fluorescence | 350,000 compounds, 0.35% hits;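 also: plate controls were vehicle for no effect and reference inhibitor for full effect; nearly all actives have a fitted effect of over 55% in size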
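Step 1: APE1 (0.75 nM) with compound, 15 min RT. Step 2: add 50 nM fluorophore/quencher THF duplex. Step 3: three fluorescence reads 60 s apart (525/598 nm); read 3 minus read 1 = reaction progress.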
BAZ2B block: BAZ2B (human) inhibition; AlphaScreen BAZ2B-H3K14Ac peptide displacement; Potency, µM (highest dose often 114 µM), for the others: at the highest dose activity change, negative = inhibition, most hits filed as inhibitors; 360,000 compounds, 4.4% hits; also: % is scaled to controls: 0 for no effect and ±100 for the full control effect; nearly all actives have a fitted effect of over 60% in size
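BAZ2B (50 nM) with biotin-H3(5-23)K14Ac peptide (50 nM) in PBS pH 7.4, 0.01% Tween-20, preformed 30 min, then compound 30 min at room temperature; top concentration 110uM. AlphaScreen streptavidin donor/nickel chelate acceptor beads (10 ug/mL final), 20 min dark, signal read.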
BLM inh: inhibitors of human Bloom syndrome helicase BLM. P54132. recombinant BLM DNA unwinding, fluorescence dequenching. Potency, µM (series often up to 56.1 µM), without a hit: at the highest dose activity change, negative = inhibition, hits mostly inhibitors. 350,000 compounds, 0.2% hits. AID 2528;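 also: plate controls were vehicle for no effect and no enzyme for full effect; nearly all actives have a fitted effect of over 35% in size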
Pol iota inh: blocks human DNA polymerase iota activity; Pol iota fluorescent replication assay, 10 min; 390,000 compounds, 1% hits; Potency, µM (doses to about 115 µM), without a hit: top-dose activity, negative = inhibition, actives largely listed as inhibitors
Target sequence (Q9UNA4 whole entry, looked up): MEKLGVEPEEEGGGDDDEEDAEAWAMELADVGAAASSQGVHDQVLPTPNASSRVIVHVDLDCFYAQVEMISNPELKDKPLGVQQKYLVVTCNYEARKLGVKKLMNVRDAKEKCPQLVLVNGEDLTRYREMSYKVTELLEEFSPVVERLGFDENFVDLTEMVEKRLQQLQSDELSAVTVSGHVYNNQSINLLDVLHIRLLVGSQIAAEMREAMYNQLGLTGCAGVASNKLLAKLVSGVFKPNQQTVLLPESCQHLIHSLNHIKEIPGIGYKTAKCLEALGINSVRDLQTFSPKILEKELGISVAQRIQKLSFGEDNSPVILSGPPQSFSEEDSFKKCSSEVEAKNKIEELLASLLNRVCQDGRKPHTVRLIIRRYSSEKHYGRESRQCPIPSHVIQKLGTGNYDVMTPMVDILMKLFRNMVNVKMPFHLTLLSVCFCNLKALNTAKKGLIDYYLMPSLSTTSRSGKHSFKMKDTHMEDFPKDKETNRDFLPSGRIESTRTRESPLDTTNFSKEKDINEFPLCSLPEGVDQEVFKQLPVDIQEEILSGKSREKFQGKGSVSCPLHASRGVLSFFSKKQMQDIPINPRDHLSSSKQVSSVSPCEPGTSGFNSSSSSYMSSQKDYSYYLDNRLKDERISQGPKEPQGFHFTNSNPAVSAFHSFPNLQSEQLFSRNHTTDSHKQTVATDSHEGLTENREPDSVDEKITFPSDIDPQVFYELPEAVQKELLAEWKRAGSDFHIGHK
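Fluorescent replication assay read twice, at 0 min and 10 min after adding 50 nM (final) substrate. Enzyme (10 nM) and compounds were first incubated 15 min at room temperature; enzyme-free buffer wells were negative controls.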
POLB inh: inhibitors of human DNA polymerase beta. P06746. Pol beta primer extension/strand displacement, fluorescence kinetic. Potency, µM (highest dose often 114 µM), inactives show at the top dose activity change, negative = inhibition, hits mostly inhibitors. 340,000 compounds, 1.3% hits. AID 485314; also: % is scaled to controls: 0 for no effect and ±100 for the full control effect
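Values derive from four-parameter Hill fits of normalized kinetic data: reads at 0 and 10 min following addition of 50 nM substrate to 10 nM Pol beta preincubated 15 min with compound.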
* = called active by the depositor; u = inconclusive; x = no result given; & = joins results of further samples; [ ] = remark or other dose. Calls follow the shape of the dose curve; as a rule, active = well fitted curve in the direction sought with a large enough effect; inconclusive = small, poorly fitted or top-dose-only effect, or another doubt; inactive = no such curve, though single readings can be large; an effect the other way counts as inactive or inconclusive. Potency is read from the fitted curve at half-maximal effect. An excerpt, so the mix of outcomes need not match the whole.

structure	POLB inh	APEX1 inh	BLM inh	G9a block	POLH inh	Apoferritin bind	BAZ2B block	Pol iota inh	POLK inh
COC(=O)c1ccc(NC(=O)c2cc3c(CO)cnc(C)c3oc2=Nc2cccc(C(N)=O)c2)cc1	-4%	-15%	-10%	5%	-29%	-1%	11%	108%[activator]	-14%
COc1ccc(OC)c(NC(=O)CSc2nnc(CNc3ccc(C)cc3C)o2)c1	19%	16%	-9%	-6%	-6%	-17%	-6%	4%	-23%
CCOC(=O)N1CCN(C(=O)CN2C(=O)NC(C)(c3ccc4ccccc4c3)C2=O)CC1 (stereo unspecified)	x	3%	x	15%[12.7 µM]	-1%	x	8%	5%	1%
COc1cc(OC)nc(-n2ncc(Br)c(Br)c2=O)n1	0%	1%	-8%	u	-20%	-8%	-2%	103%[activator]	-3%
CCCCN(C)C(=O)C1CCN(CCCc2ccccc2)CC1	27%	0%	-3%	u	-4%	-17%	56µM*	34%[activator]	-22%
Cc1ccc(-c2nc3ccccc3n3nnnc23)cc1	-28%	2%	1%	-23%	4%	-8%	4%	21%	2%
Cc1ccc(C)c(NC(=O)CSc2nnc(Cc3cccn3C)n2-c2ccc(F)cc2)c1	12%	9%	3%	u	-6%	-10%	-6%	-17%	15%
CC(C)c1ccc(O)c(NC(=O)c2cccnc2)c1	7%	2%	2%	u	-3%	-15%	1%	u	-14%
Cc1ccccc1Cn1c2ccccc2c2cnn(CC(=O)NCCCN3CCOCC3)c(=O)c21	19%	25%	-6%	11%	-19%	-17%	-17%	26%	2%
COc1ccccc1C1NC(=O)NC(C)=C1C(=O)OC1CCC(C)CC1 (stereo unspecified)	8%	-7%	0%	x	u	-8%	-14%	u	-13%
CN(C)c1ccc(NC(=O)COC(=O)CCC(=O)c2ccc(F)cc2)cc1	u	-4%	-4%	2.5µM*	-9%	u	u	-3%	-10%
CC(Sc1nnc(Nc2ccccc2)s1)C(=O)NC1CCCc2ccccc21 (stereo unspecified)	20%	2%	-15%	u	-22%	-18%	-7%	66%[activator]	-4%
Cc1ccc(-c2c(C(=O)NCc3ccc(F)cc3)oc(=O)c3ccccc23)cc1	1%&17%	-1%	-9%&-6%	6%[59 µM]	-30%&-10%	u	1%	4%&8%	-15%&2%
COc1ccc(C2=NN(CC(=O)NCc3ccco3)C(=O)CC2)cc1	1%	4%	3%	-35%[59 µM]	-5%	-20%	3%	10%	-13%
Cc1nc2c(ccc3nc(NC(=O)Cc4cccc5ccccc45)sc32)s1	2%	u	2%	-4%	-25%	-2%	-10%	7%	-3%
COc1ccc(-c2c(C#N)c(N)nc3c2CCCCCC3)cc1OC	12%	18%	-7%	-1%	-9%	-2%	9%	11%	-2%
COc1ccccc1CCNC(C)CCc1ccc(O)cc1 (stereo unspecified)	-1%	30%	-3%	u	-7%	-6%	-26%	-12%	-2%
COc1ccccc1NC(C)C(=O)N/N=C/c1ccccc1OCc1cccc(Br)c1 (stereo unspecified)	-3%	-7%	-8%	50µM*	-22%	-6%	-37%	53%[activator]	1%
COc1ccccc1NC(=O)COC(=O)c1ccc2ccccc2n1	x	-1%	x	x	-11%	x	x	2%	-4%
COC(=O)c1ccc(Nc2cc(C)nc3ccc(C)cc23)cc1	-5%	18%	50%[activator]	-19%	3%	0%	-13%	48%[activator]	-6%
O=C(Nc1ccc(F)cc1)OCCN1CCN(Cc2ccccc2)CCC1=O	2%	-4%&5%	2%[75.6 µM]	22%&14%	-5%	-1%[110 µM]	6%	-4%	-12%[60.1 µM]
O=C1C(Cc2ccccc2)NC(=S)N1Cc1ccccc1 (stereo unspecified)	u	-2%	-2%	26%	-7%	-15%	-6%	-8%	-21%
CCCN(CCC)S(=O)(=O)c1ccc(C(=O)NNc2nc(-c3ccccc3)c3cc(Br)ccc3n2)cc1	5%	8%	-8%	28%[59 µM]	-22%	-7%	0%	29%	-11%
COc1ccc(N2CCN(c3ncnc4c3cnn4-c3ccc(F)cc3)CC2)cc1	2%	x	-2%	-23%[59 µM]	2%	-6%	1%	-24%	-6%[60.1 µM]
Cc1cccc(C)c1OCCCCN1CCNCC1	30%	24%	-7%	25µM*	-16%	-3%	u	3%	-3%
CC(C)C(=O)Nc1nnc(S(=O)(=O)N(C)c2ccc(Cl)cc2)s1	3%	-8%	-4%	3%	-16%	-11%	10%	160%[activator]	-7%
O=c1[nH]c(Cc2ccccn2)nc2scc(-c3ccccc3Cl)c12	10%	1%	-11%	x	-11%	-16%	-5%	68%[activator]	-4%
CCc1cccc(NC(=O)CCCCCC2NC(=O)NC2C)c1 (stereo unspecified)	1%	-1%	1%	1.3µM*	-5%	-11%	0.79µM*	48%[activator]	-17%
CC(C)C(NC(=O)CSCc1ccc([N+](=O)[O-])cc1)C(C)C	28%	6%	-4%	u	-15%	-3%	17%	0%	-1%
CCOc1ccc(C2/C(=C(/O)c3ccc(S(=O)(=O)N4CCCCC4)cc3)C(=O)C(=O)N2CCCOC)cc1OC (stereo unspecified)	1%	30%	-1%	79µM*	-4%	-8%	-22%	16%	0%

Complete entries as entered above. Screens in order: POLB inh	APEX1 inh	BLM inh	G9a block	POLH inh	Apoferritin bind	BAZ2B block	Pol iota inh	POLK inh
`CN(C)c1ccc(NC(=O)COC(=O)CCC(=O)c2ccc(F)cc2)cc1` is listed as u	-4%	-4%	2.5µM*	-9%	u	u	-3%	-10%
`CCOC(=O)N1CCN(C(=O)CN2C(=O)NC(C)(c3ccc4ccccc4c3)C2=O)CC1` (stereo unspecified) is listed as x	3%	x	15%[12.7 µM]	-1%	x	8%	5%	1%

In the list so far, 2 contain a Cl atom:
structure	POLB inh	APEX1 inh	BLM inh	G9a block	POLH inh	Apoferritin bind	BAZ2B block	Pol iota inh	POLK inh
CC(C)C(=O)Nc1nnc(S(=O)(=O)N(C)c2ccc(Cl)cc2)s1	3%	-8%	-4%	3%	-16%	-11%	10%	160%[activator]	-7%
O=c1[nH]c(Cc2ccccn2)nc2scc(-c3ccccc3Cl)c12	10%	1%	-11%	x	-11%	-16%	-5%	68%[activator]	-4%

The listing continues:
structure	POLB inh	APEX1 inh	BLM inh	G9a block	POLH inh	Apoferritin bind	BAZ2B block	Pol iota inh	POLK inh
COc1ccc(N(C)C(=O)c2oc(=O)c3ccccc3c2-c2ccccc2)c(OC)c1	-14%	-3%	-9%	-36%	-13%	-16%	-26%	34%[activator]	8%
Cc1nc2ccc(N=NN(C)C)cc2[nH]1	35%	0%	-4%	x	-14%	0%	-21%	49%[activator]	-16%
CCOC(=O)N1CCN(C(=O)CCCN2C(=O)CSc3nc(C)cc(C)c32)CC1	11%	-3%	0%	-6%[2.33 µM]	0%	-8%	43%[activator]	13%	-11%
CC(=O)c1c(C)[nH]c(C(=O)CSc2nnc(C)s2)c1C	-3%	0%	-8%	-31%	-2%	-2%	-12%	163%[activator]	-3%
O=C(Nc1nc2ccccc2[nH]1)c1ccccc1O	7%	-8%	-5%	u	-3%	3%	-13%	8%	2%
Cc1cc(C)cc(N(CC(=O)NC(C)(C)C)C(=O)CNC(=O)c2cccs2)c1	28%	5%	3%	x	-12%	-12%	-12%	54%[activator]	-7%
O=C(N/N=C/c1cc(Br)ccc1O)C(=O)Nc1ccccc1OC(F)(F)C(F)F	21%	1%	-1%	13%[12.7 µM]	-14%	2%	u	-1%	-3%
Cc1nc(N2CCN(S(=O)(=O)c3ccccc3C#N)CC2)c2c(-c3ccccc3)csc2n1	x	-12%	x	4%[12.7 µM]	-8%	x	6%	9%	-3%
Cc1ccc(/C=C/C(=O)Nc2ccc(Oc3ccccc3)cc2)o1	-18%	-3%	-8%	11µM*	-8%	-8%	u	10%	-6%
CCOc1ccc(S(=O)(=O)N(CC(=O)Nc2ccc(OC)cc2OC)c2ccccc2)cc1	u	x	-2%	u	-13%	-14%	-23%	12%	12%
CCCS(=O)(=O)C(=C(Nc1ccc(OC)cc1)Nc1ccc(OC)cc1)S(=O)(=O)CCC	11%	16%	1%	4%[59 µM]	-14%	-16%	-2%	6%	-11%
Cc1ccc(/C=C/S(=O)(=O)NCc2ccc(F)cc2)cc1	22%	23%	-16%	6%	9%	-9%	-1%	10%	-4%
CCC(C(=O)NC1CC1)n1nc(C)c2c(C)n(-c3ccc(C)cc3)nc2c1=O (stereo unspecified)	-22%	70%	0%	27%	1%	-9%	-3%	-14%	-10%
Cc1occc1-c1nnc(SCC(=O)N2CCN(c3ccc(F)cc3)CC2)n1C	4%	1%	-2%	14%[59 µM]	-3%	-7%	-7%	-4%	-28%
COc1cc(C(=O)NCCc2ccc(S(=O)(=O)N3CCCC3)cc2)cc(OC)c1OC	16%	4%	5%	9%	-5%	-3%	0%	15%	3%
CSc1cccc(NC(=O)CN2C(=O)c3ccccc3S2(=O)=O)c1	5%	-1%	-2%	u	-26%	-21%	u	19%	-9%
CC(C)(C)Nc1nc2cc([N+](=O)[O-])ccc2o1	23%	18%	-1%	-10%[12.7 µM]	-12%	-15%	-15%	-2%	17%
CCOC1(OCC)C(c2ccc(N)cc2)C(C#N)(C#N)C1(OCC)OCC (stereo unspecified)	0%	1%	-13%	2%	u	-18%	-27%[57.1 µM]	22%	-8%
C=CCNC(=O)C(=O)c1c(-c2ccccc2)[nH]c2ccccc12	-7%	4%	-1%	-1%	-18%	0%	-5%	33%[activator]	-7%
COc1ccc(C2(C#N)CCC(=O)N2c2ccccc2)cc1 (stereo unspecified)	-10%	1%	1%	7%	-4%	-7%	-9%	25%	-3%
O=C(CN1C(=O)NC2(CCOc3ccccc32)C1=O)NCCc1ccc(F)cc1 (stereo unspecified)	x	33%	x	x	-15%	x	x	33%[activator]	0%
CCOC(=O)C1=C(c2ccccc2)NC(SCC(=O)Nc2ccccc2C)=C(C#N)C1c1ccco1 (stereo unspecified)	-5%	u	-10%	u	-20%	-8%	3%	-7%	-14%
